# HIF-2a block: inhibitors of HIF-2a. actives 0.72% (n = 360,000). inhibition, % at 18.8 µM. 786-0 RCC cells HIF-2a reporter, luciferase luminescence, overnight;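 active = inhibition of the luminescence signal of 40% or more relative to plate controls, in a single-dose primary screen at 18.75 µM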
# hiPSC survival: enhancers of human iPSC single-cell survival; hiPSC single-cell survival, ATPlite luminescence; 100% = ROCK inhibitor wells, 0% = DMSO; survival enhancement, % at 20 µM; actives 0.044% (n = 360,000); AID 602274; in the data active = survival enhancement above about 18%;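 also: cells exposed to compounds for 16 hours before the ATP read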
# NR2E3 ag-1: agonists of human NR2E3 nuclear receptor; Q9Y5X4; CHO-S Gal4-NCOR/VP16-NR2E3 two-hybrid, luciferase; inhibition of corepressor binding, % at 3.98 µM; actives 0.35% (n = 360,000); AID 602229;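 active = inhibition above the mean of all tested compounds plus 3 SD, cut at about 70% in these data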;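 also: 0% = DMSO with NR2E3 transfected cells and 100% = cells lacking NR2E3 construct; higher means lower luciferase signal from less NR2E3 corepressor binding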
# PDI turbidity: PDI (human) enzyme inhibition | PDI insulin aggregation turbidity, A650, 90 min | AID 588391 | actives 0.052% (n = 350,000) | P07237 | inhibition, % at 10 µM;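 active = mean inhibition across replicates of 30% or more, whatever share of single replicates reach that level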;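 also: absorbance from insulin aggregation driven by PDI reduction with DTT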
# Target sequence (P07237 whole entry, looked up): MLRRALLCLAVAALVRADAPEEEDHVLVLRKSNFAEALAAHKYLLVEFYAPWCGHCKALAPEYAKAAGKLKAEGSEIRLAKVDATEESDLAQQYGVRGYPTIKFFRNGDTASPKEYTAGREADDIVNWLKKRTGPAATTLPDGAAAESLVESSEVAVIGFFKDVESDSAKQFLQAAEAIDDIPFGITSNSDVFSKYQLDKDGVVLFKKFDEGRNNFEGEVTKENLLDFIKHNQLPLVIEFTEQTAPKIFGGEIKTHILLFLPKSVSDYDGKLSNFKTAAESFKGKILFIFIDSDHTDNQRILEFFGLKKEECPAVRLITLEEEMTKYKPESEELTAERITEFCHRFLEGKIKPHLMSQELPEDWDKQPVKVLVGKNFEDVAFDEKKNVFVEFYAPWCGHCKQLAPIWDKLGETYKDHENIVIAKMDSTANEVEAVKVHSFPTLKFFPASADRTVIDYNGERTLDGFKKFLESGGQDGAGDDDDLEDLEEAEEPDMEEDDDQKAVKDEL
# Peg3 promoter: Peg3 promoter activity inhibition; HeLa PEG-Prom luciferase reporter, luminescence, overnight; actives 1.7% (n = 360,000); inhibition, % at 20 µM; AID 588405;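 active = inhibition of at least 50% at 20 µM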
# Shn3 inh set2: inhibitors of Schnurri-3 3'UTR reporter in osteoblasts; Clone20 osteoblast Shn3 3'UTR firefly luciferase, 24 h; inhibition, % at 12.5 µM; actives 0.52% (n = 360,000);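 active = mean inhibition of at least 75% with every replicate also reaching 75%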;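 also: 0% = median of neutral control wells and 100% = pilot-screen positive control compound; some compounds past the cut are filed as inactive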
# HTR2A ag: agonists of mouse serotonin 5-HT2A receptor (HTR2A); CHO-K1 mHTR2A beta-arrestin complementation, luminescence; percent of 30 µM serotonin response; activation, % at 7.6 µM; actives 0.66% (n = 360,000); AID 624169; P35363;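 active = activation above a run cutoff, the mean activation of all tested compounds plus 3 SD, cut at about 14% in these data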;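 also: 0% = plate median of compound wells and 100% = 30 µM serotonin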
# Target sequence (P35363 whole entry, looked up): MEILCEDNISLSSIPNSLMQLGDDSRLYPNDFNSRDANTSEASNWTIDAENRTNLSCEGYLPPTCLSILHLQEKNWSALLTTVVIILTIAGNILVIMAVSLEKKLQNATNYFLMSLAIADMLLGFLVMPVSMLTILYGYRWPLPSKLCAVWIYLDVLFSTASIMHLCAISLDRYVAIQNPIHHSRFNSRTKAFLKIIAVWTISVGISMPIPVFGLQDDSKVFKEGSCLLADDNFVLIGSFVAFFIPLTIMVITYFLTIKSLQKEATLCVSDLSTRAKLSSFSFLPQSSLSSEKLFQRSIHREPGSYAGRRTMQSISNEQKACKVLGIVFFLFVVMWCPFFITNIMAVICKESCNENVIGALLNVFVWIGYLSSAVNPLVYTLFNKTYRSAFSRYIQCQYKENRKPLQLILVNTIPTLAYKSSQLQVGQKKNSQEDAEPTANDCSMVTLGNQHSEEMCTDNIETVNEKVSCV
# CaV13 FRET inh: Primary screen for inhibitors of IQ motif and Ca2+-dependent inactivation inhibitor domain binding in CACNA1D, Förster resonance energy transfer in living cells, …; HEK cells, CFP/YFP FRET ICDI-IQ, plate reader, 10 min; percent FRET-ratio fall versus neutral wells; inhibition, % at 12.3 µM; actives 0.098% (n = 340,000); AID 743397;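 active = mean replicate inhibition of at least 30% and at least 1% of replicates passing that level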;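 also: 0% = median of the neutral control wells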
# TRPM1 prom inh: inhibitors of MITF-driven TRPM1 promoter in melanoma cells | actives 0.83% (n = 330,000) | SK-MEL-5 TRPM1 promoter luciferase, 24 h | AID 488899 | inhibition, % at 12.5 µM;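 active = mean inhibition across replicates of 60% or more, whatever share of single replicates reaches that level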; also: values of inactives mirror those of a sister screen read the other way
# H9c2 protect: modulators protecting cardiomyocytes from myocardial damage; protection from H2O2 cell death, % at 20 µM; H9c2 cardiomyocytes, H2O2 injury protection, ATPLite, 2 h; AID 588492; actives 0.63% (n = 360,000);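 active = compounds giving at least 50% protection of heart cells from peroxide-induced death in the single-dose screen, raw or plate-pattern-corrected value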;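 also: 0% = DMSO wells with peroxide and 100% = DMSO wells without peroxide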
# NR2E3 ag-2: agonists of human nuclear receptor NR2E3. Q9Y5X4. GST-NR2E3/biotin-RetCOR TR-FRET, 1536-well. inhibition of corepressor binding, % at 4.78 µM. actives 0.12% (n = 320,000). AID 2300;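 active = percent inhibition above the cutoff of mean plus 3 SD of all tested compounds, set per screening campaign, cut at about 20% in these data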;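 also: 0% = DMSO wells and 100% = biotin wells as full block of FRET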
#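 Material: NR2E3–RetCOR corepressor complex / Incubation: Compound–protein incubation for 5 h at 4 °C / Dosing: compound at 4.8 µM, single dose / Detection: time-resolved FRET / Benchmarks: high control biotin, low control 0.6% DMSO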
# * = called active by the depositor; · = no result given.
# Preview (10 entries):
smiles	HIF-2a block	hiPSC survival	NR2E3 ag-1	PDI turbidity	Peg3 promoter	Shn3 inh set2	HTR2A ag	CaV13 FRET inh	TRPM1 prom inh	H9c2 protect	NR2E3 ag-2
COc1ccc(NC(=O)c2cc(C3CC3)nc3c2cnn3C(C)C)cc1OC	0	-0.3	-10	-2	10	21	-2	-2	2	6	2
O=C(O)c1cc(S(=O)(=O)Nc2ccc3cn[nH]c3c2)ccc1Cl	29	-0.5	-16	-1	-1	12	7	-5	28	9	·
Cc1ccc(S(=O)(=O)N2CCC[C@H]2C(=O)OCCN2C(=O)c3ccccc3C2=O)cc1	13	-0.5	-6	-6	3	-16	4	·	2	0	·
COc1ccc(C(C)=O)cc1COC(=O)Cn1cnc2ccccc2c1=O	5	-2.1	-12	2	19	8	16*	-4	13	1	-4
CCn1nc(NC(=O)c2cccs2)c2cc3ccccc3nc21	-37	-0.2	-31	-4	-1	-3	2	-4	-12	24	2
CCOC(=O)C1=CC[C@@H](c2ccccc2)N(S(=O)(=O)c2ccc(C)cc2)[C@H]1c1ccc(CC)cc1	-2	-1.6	-8	·	13	-24	-2	-6	·	-6	·
O=C(c1sccc1-c1ccccc1)N1CCN(S(=O)(=O)c2ccccc2F)CC1	12	0.0	-5	0	24	9	5	-4	3	-6	-2
Cn1c(CNC(=O)c2ccccc2F)nnc1SCCOc1ccccc1	16	-0.8	-6	4	8	-8	0	-7	1	5	1
COc1ccc(-n2nc(N)c3c(=O)oc(N(C)C)nc32)cc1	18	-0.6	-11	4	-7	-16	-1	-3	-6	3	2
Cc1ccc(S(=O)(=O)CCc2nc3ccccc3s2)cc1	-123	-2.1	-25	-7	-37	-27	-1	·	-20	2	3

# This part in full, repeating the preview:
smiles	HIF-2a block	hiPSC survival	NR2E3 ag-1	PDI turbidity	Peg3 promoter	Shn3 inh set2	HTR2A ag	CaV13 FRET inh	TRPM1 prom inh	H9c2 protect	NR2E3 ag-2
COc1ccc(NC(=O)c2cc(C3CC3)nc3c2cnn3C(C)C)cc1OC	0	-0.3	-10	-2	10	21	-2	-2	2	6	2
O=C(O)c1cc(S(=O)(=O)Nc2ccc3cn[nH]c3c2)ccc1Cl	29	-0.5	-16	-1	-1	12	7	-5	28	9	·
Cc1ccc(S(=O)(=O)N2CCC[C@H]2C(=O)OCCN2C(=O)c3ccccc3C2=O)cc1	13	-0.5	-6	-6	3	-16	4	·	2	0	·
COc1ccc(C(C)=O)cc1COC(=O)Cn1cnc2ccccc2c1=O	5	-2.1	-12	2	19	8	16*	-4	13	1	-4
CCn1nc(NC(=O)c2cccs2)c2cc3ccccc3nc21	-37	-0.2	-31	-4	-1	-3	2	-4	-12	24	2
CCOC(=O)C1=CC[C@@H](c2ccccc2)N(S(=O)(=O)c2ccc(C)cc2)[C@H]1c1ccc(CC)cc1	-2	-1.6	-8	·	13	-24	-2	-6	·	-6	·
O=C(c1sccc1-c1ccccc1)N1CCN(S(=O)(=O)c2ccccc2F)CC1	12	0.0	-5	0	24	9	5	-4	3	-6	-2
Cn1c(CNC(=O)c2ccccc2F)nnc1SCCOc1ccccc1	16	-0.8	-6	4	8	-8	0	-7	1	5	1
COc1ccc(-n2nc(N)c3c(=O)oc(N(C)C)nc32)cc1	18	-0.6	-11	4	-7	-16	-1	-3	-6	3	2
Cc1ccc(S(=O)(=O)CCc2nc3ccccc3s2)cc1	-123	-2.1	-25	-7	-37	-27	-1	·	-20	2	3
COC1CC(=O)C2OC(c3ccccc3)OCC2O1 (configuration not stated)	-4	3.6	-2	-2	-2	8	2	-17	·	4	·
C[C@H](O)c1[nH]c2cc(F)ccc2c1[C@H](C)O	20	0.7	9	-5	6	16	20*	-5	2	3	2
COc1ccc(CN2C(=O)CN=C2Nc2ccc(C)cc2C)cc1	11	2.8	-10	19	0	-2	-5	·	-6	-1	-2
CCOC(=O)Nc1nnc(-c2cccc(OC)c2)s1	-114	0.2	-55	-7	-82	-37	2	-5	-24	-1	-3
Cc1ccccc1-c1n[nH]c(=S)n1/N=C/c1c(C)nn(-c2ccccc2)c1C	7	2.4	-17	-5	14	5	3	-5	-18	-7	1
S=c1[nH]nc(-c2ccc3ncccc3c2)n1-c1ccc2c(c1)OCCO2	-19	-0.5	5	0	-24	-15	-2	-2	-5	1	2
CN(C)c1ccc(-c2[nH][nH]c(=O)c2NC(=O)c2ccccn2)cc1	-29	-1.4	-40	·	-14	13	-3	-2	·	-8	·
CC(Sc1nnc(C(C)N(C)C)n1-c1ccc(Cl)cc1)C(=O)Nc1ccc2c(c1)OCO2 (configuration not stated)	-8	-1.3	-32	-8	-21	10	6	·	7	1	0
CC1Nc2ncnc(N3CCN(c4ccccn4)CC3)c2N(Cc2ccccc2)C1=O (configuration not stated)	12	-0.7	15	-1	6	-10	-20	-11	-9	25	-2
NS(=O)(=O)c1ccc(CCNC(=O)CSc2cccs2)cc1	20	0.1	11	-1	-2	9	0	-2	-8	1	0
COc1ccc(C(=O)NN(C)c2nc(-c3ccccc3)cc(C)c2S(C)(=O)=O)cc1	26	1.6	-8	-3	20	14	-2	·	10	-8	2
CCOc1ccccc1NC=C1C(=O)OC(C)(C)OC1=O	4	1.4	-7	6	5	1	-4	-3	3	10	0
O=C(NC1CC1)c1cccc(Nc2ccc(-c3ccc4c(c3)OCCO4)nn2)c1	-157	-4.0	-106	-7	-97	-55	3	-3	-35	-6	2
COCCCN1CC(=O)N2C(c3cccc(OC)c3)c3[nH]c4ccccc4c3C[C@H]2C1=O (some centres not stated)	22	-0.3	-16	2	10	-11	5	-4	7	-1	1
CCOC(=O)C1(Cc2ccccc2C(F)(F)F)CCN(Cc2ccc(COC)o2)CC1	15	0.1	9	18	23	41	-8	-5	16	-3	-2
COc1cccc(-n2c(=S)sc3c(=O)n(-c4ccccc4C)c(SCC(=O)O)nc32)c1	19	-0.7	-11	2	13	-2	-2	-5	-7	-1	-2
COc1ccc(C(C(=O)NC2CCCC2)N(C(=O)c2csnn2)C2CC2)cc1 (configuration not stated)	8	-0.1	-8	-6	-6	7	4	-3	-4	10	2
COc1ccc(-c2cc3ccccc3n2CC(O)CN2CCOCC2)cc1 (configuration not stated)	0	-0.2	-5	18	4	-3	-1	·	1	-2	2
CCCCOc1ccc(C(=O)NCC(=O)NCC(c2ccco2)N2CCCCC2)cc1 (configuration not stated)	10	-0.2	28	5	24	18	0	-7	-4	6	-4
CN(C)c1oc(COc2ccccc2F)nc1C#N	-80	-2.4	-12	-4	-43	3	14	-5	-28	-4	2
O=[N+]([O-])c1ccc2c(c1)ncn2CCc1ccccc1	-3	0.8	76*	-11	5	4	-1	-5	11	-5	·
O=C1CN(C(=O)COC(=O)/C=C/c2ccc(OC(F)F)cc2)c2ccccc2N1	10	0.4	10	14	17	9	2	-17	3	-2	0
CC(C)CC(N)c1csc(Nc2ccccn2)n1 (configuration not stated)	-40	-1.1	-9	1	-17	0	-2	-6	·	7	·
COC(=O)[C@@]1(Cc2ccccc2)[C@H]2C(=O)N(C)C(=O)[C@H]2[C@H]2CN=C(SCc3ccccc3)N21	4	0.8	16	5	13	11	2	-5	-2	3	·
Cc1ccc(C)c(NC2=NCC(=O)N2C2CCCCC2)c1	17	5.1	-19	-1	9	-57	1	-5	-4	-2	2
O=C(NC(c1ccc(Cl)cc1)c1cc(Cl)c2cccnc2c1O)c1cccnc1 (configuration not stated)	20	0.5	-1	-21	66*	81	-5	-4	41	37	-1
Cc1ccccc1Oc1ccc(S(=O)(=O)NCCC(=O)O)cc1	3	-0.2	3	11	24	54	0	-5	6	21	-3
CCc1ccc2c(c1)c1nnc(NN)nc1n2CC	10	2.0	-24	13	-64	10	-1	-5	3	-4	2
C[C@@]12C(=O)Nc3cc(F)ccc3C(=O)N1[C@H]1c3ccccc3OC[C@@H]1[C@@H]2c1ccccc1	22	-1.7	-21	-4	21	4	9	·	7	-3	2
O=C(NCCN1CCCC1=O)Nc1ccccc1	5	-0.4	0	4	9	-14	-4	·	1	5	0
COCCNC(=S)N/N=C(\C)c1ccc(Cl)s1	-38	1.6	-3	4	-4	13	-9	-2	8	-1	-2
COc1ccccc1NC(=O)CSc1ncc(CO)n1Cc1ccc(F)cc1	11	-0.6	1	-3	-2	2	2	-8	5	4	-2
COc1ccc(C(=O)NCCS(=O)(=O)N2CCC3(CC2)OCCO3)cc1	0	0.2	5	-2	-3	-3	-8	-6	-3	2	2
CCC(C)NC(=O)C1CCN(C(=O)COc2ccc3c4c(c(=O)oc3c2C)CCCC4)CC1 (configuration not stated)	8	0.2	13	-4	24	21	4	-6	-9	0	-2
CCc1ccc(NC(=O)COc2ccc(Br)cn2)cc1	3	-0.5	18	4	-11	-9	3	3	-13	-5	4
CCC(O)CNC(=O)NC(=C(Cl)Cl)c1ccc(C)c(F)c1 (configuration not stated)	28	0.6	43	10	27	-18	7	-21	44	15	5
CC1CCCN(C(=O)C(C)Sc2nc(-c3ccccc3)cc(C(F)(F)F)n2)C1 (configuration not stated)	-13	0.7	-12	4	24	64	-3	-4	5	-18	4
C[C@@H]1CN([C@@H](C)CO)C(=O)c2cc(NC(=O)c3ccccc3)ccc2O[C@@H](C)CCCCO[C@@H]1CN(C)S(=O)(=O)c1ccc(F)cc1	3	3.3	-23	8	0	14	2	-6	·	8	·
Cc1cc2cc(CCNC(=O)CCCc3ccccc3)c(=O)[nH]c2cc1C	0	0.3	5	7	23	4	7	-16	3	1	-2
Cn1cccc1C(=S)N=P(C1CCCCC1)(N1CCOCC1)N1CCOCC1	-2	-2.5	-11	9	3	9	3	·	-9	-1	1
CCCCNC(=O)C1(NC(=O)Nc2ccccc2)CCCCC1	16	-0.6	-11	1	20	-16	-4	-9	-1	30	-1
Oc1ccc(Oc2ccc3c(C(F)(F)F)cc(C(F)(F)F)nc3n2)cc1	10	-1.4	-16	-9	13	26	6	-5	55	-12	0
